Screens from PubChem BioAssay.
Cav32 inh = inhibitors of human Cav3.2 T-type calcium channel. AID 449739. O95180. 100,000 compounds, 4% hits. Cav3.2-expressing cells, Fluo-4 calcium fluorescence FDSS; stronger effect = lower value. B-score at 10 µM;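 active means single-dose well whose peak fluorescence ratio is a statistical outlier from its plate by either plate-standardised score or position-corrected B-score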
* marks the source's active call; other numbers are inactive results. Some of the compounds tested, so the mix of outcomes need not match the whole.

SMILES | Cav32 inh
C=CCn1nc(-c2ccccc2)cc1C(=O)OCC | -0.19
Cc1ccc(C(c2nnnn2C2CCCCC2)N(C)C2CCCCC2)cc1 (configuration not stated) | -3.2
COCc1nc2ccccc2n1Cc1cccc(C)c1 | -1
O=C(CSc1nnc(-c2cccnc2)n1-c1ccccc1)Nc1ccc2c(c1)OCO2 | 1.3
CC(C)(C)NC(=O)Cn1nnc(-c2ccc(Cl)cc2)n1 | -2.7
O=C(CS(=O)(=O)Cc1ccccc1)NCC1CCCO1 (configuration not stated) | 0.097
CCC(C)(C)n1nnnc1C(c1ccc(C)cc1)N1CCN(C(=O)c2ccco2)CC1 (configuration not stated) | 0.55
CSc1nc(N2CCOCC2)c2c(c1C#N)CCCCC2 | -2.4
COc1ccc(NC(=O)CCCNS(=O)(=O)c2cccs2)cc1 | 0.53
Cc1ccc(C2=CC(c3ccccc3)n3ncnc3N2)c(C)c1 (configuration not stated) | -0.5
COc1ccc(-c2ccc(SCC(=O)N3c4ccccc4CC3C)nn2)cc1OC (configuration not stated) | 0.061
CCn1ncc(Br)c1C(=O)N(C)C12CC3CC(CC(C3)C1)C2 | -5.1*
CCc1c(C#N)c(SCCC(=O)Nc2ccc(OC)cc2)nc2c1C(=O)CC(C)(C)C2 | -1.1
COC(=O)/C(=C1/Oc2cc(C)oc(=O)c2S1)C(F)(F)F | 0.35
CCOC(=O)c1ccc(N2C(=O)C3CC=CCC3C2=O)cc1 (configuration not stated) | 0.23
COC(=O)c1sccc1NC(=O)c1cc(-c2cc(C)ccc2C)nc2ccccc12 | -1.1
Cc1cc(C)c2c(-n3cccc3)c(NC(=O)OC(C)C)sc2n1 | 0.06
Cn1c(-c2sc(=S)n(-c3ccccc3)c2N)nc2ccccc21 | -0.0052
Cn1c(CCN2CCCCCC2)nc2cc(NC(=O)Nc3ccccc3)ccc21 | 0.72
CC(C)COC(=O)c1ccc(NC(=O)C2C3CCC(C3)C2C(=O)O)cc1 (configuration not stated) | -0.84
Cc1cc(NC(=O)CCC(=O)N(c2ccccc2)C(C(=O)NC2CCCCC2)c2cccs2)no1 (configuration not stated) | -3
COc1ccc(C(=O)c2sc(Nc3ccccc3)c(C(=O)Nc3ccc(OC)c(OC)c3)c2N)cc1 | -1.5
COc1ccc(-n2ncc3c(NCCCn4ccnc4)ncnc32)cc1 | -0.0085
CON/C=C(\C=Nc1ccc(Cl)cc1)c1ncc(C(F)(F)F)cc1Cl | -0.48
Cc1nn(C)cc1/C=N/NC(=O)C(C)(C)Oc1ccc(Cl)cc1 | 0.8
O=C(NCCO)c1scc2c1OCCO2 | -1.1
COC(=O)CCCC1=CC2=C(c3ccccc3)C(=O)C(C)(OC(=O)C3CCCC3)C(=O)C2=CN1c1ccccc1 (configuration not stated) | -1.4
O=C(NCc1ccccc1)c1onc(CSc2ccccn2)c1C(=O)NCc1ccccc1 | -1.6
CC1(C)CC(=O)C2=C(C1)NCN(CCCN1CCOCC1)C2 | 0.23
COc1ccc(/C=C/C(=O)N(C(C)C)C(C)C)cc1Br | -0.33
c1ccc(CSc2ncnc3c2oc2ccccc23)cc1 | 0.58
O=C(O)c1cnc2ccccc2n1 | 1
Cc1sc(NC(=O)CSc2ncn(-c3ccccc3)n2)nc1-c1ccccc1 | -2
CCn1c(CC(=O)Nc2ccc(C)cc2)nnc1SCC(=O)NCCc1ccccc1 | -0.0056
Cc1c(N2C(=O)CS/C2=N\N=C\c2ccc(Br)cc2)c(=O)n(-c2ccccc2)n1C | -0.035
Cc1ccc(S(=O)(=O)Oc2ccccc2/C=N/NC(N)=S)cc1 | -0.1
NC(=O)C(c1ccc(Cl)cc1)c1ccc(Sc2ccc(Cl)cc2)nn1 (configuration not stated) | -4.3*
CCOc1ccc(NC(=O)CSc2nc(C)c3c(c2C#N)CCCC3)cc1 | 0.47
COc1cc(/C=N/NC(=O)Cn2nc([N+](=O)[O-])cc2C)cc(Br)c1OCc1ccccc1 | -1.5
Cc1ccc(S(=O)(=O)/C(C#N)=C/c2c(N3CCC(C(N)=O)CC3)nc3c(C)cccn3c2=O)cc1 | 1.7
COc1cc([C@@H]2c3cc4c(cc3[C@H](O)[C@H]3COC(=O)[C@H]23)OCO4)cc(OC)c1OC | -2.7
Cc1n[nH]c(C)c1S(=O)(=O)N1CCC(C(=O)O)CC1 | 0.47
CCOC(=O)c1c(C)[nH]c(C(=O)OC)c1CCC(=O)OC | 1.2
COc1cccc(-n2nc(C(=O)O)c3ccccc3c2=O)c1 | 0.43
COc1ccccc1CNC(=O)CS(=O)Cc1nc(-c2ccccc2C)oc1C (configuration not stated) | -0.63
Cc1ccc(C)n1-c1cccc(C(=O)O)c1 | -0.085
Cc1ccnc(N/C=C(\C#N)c2nc(-c3cccc(Br)c3)cs2)c1 | -1.8
CC1CN(C(=O)c2cccs2)CCN1C(=O)c1cccs1 (configuration not stated) | -0.2
CCOc1ccc(NC(=O)Cn2nnc(C(=O)NCCc3ccc(OC)c(OC)c3)c2N)cc1 | -0.7
O=C(Nn1c(-c2ccccc2)nc2ccccc2c1=O)c1ccco1 | 0.51
CCOC(=O)c1ccc(CC(=O)c2oc3cc(O)ccc3c2C)o1 | -0.79
CC(=O)N1CC2(C)CN(C(C)=O)CC(C)(C1)C2O (configuration not stated) | 0.07
Oc1c(C(c2cccs2)N2CCN(c3cccc(Cl)c3)CC2)sc2ncnn12 (configuration not stated) | -1.8
CC1=NN(C(=O)c2csc(C)c2)C(O)(C(F)(F)F)C1 (configuration not stated) | 0.91
CCc1nnc(NC(=O)C2CCCN2S(=O)(=O)c2ccc(F)cc2)s1 (configuration not stated) | 1.5
COC(=O)C1=C(C)N=C2SC(C)C(=O)N2C1c1cccc(F)c1 (configuration not stated) | -4.6*
O=C(CN(C1CCCCC1)S(=O)(=O)c1ccc(Cl)cc1)NCc1ccncc1 | -0.11
CCN(CC)c1ccc(/C=N/n2nnnc2N)c(O)c1 | 0.45
COc1ccc(NC(=O)CCn2cccc2)cc1 | 0.26
CO/N=C/NC(=O)Cc1cn(-c2ncc(C(F)(F)F)cc2Cl)c2ccccc12 | -2.1

Next part, starting with the last 7 of the part before.
SMILES | Cav32 inh
CC1=NN(C(=O)c2csc(C)c2)C(O)(C(F)(F)F)C1 (configuration not stated) | 0.91
CCc1nnc(NC(=O)C2CCCN2S(=O)(=O)c2ccc(F)cc2)s1 (configuration not stated) | 1.5
COC(=O)C1=C(C)N=C2SC(C)C(=O)N2C1c1cccc(F)c1 (configuration not stated) | -4.6*
O=C(CN(C1CCCCC1)S(=O)(=O)c1ccc(Cl)cc1)NCc1ccncc1 | -0.11
CCN(CC)c1ccc(/C=N/n2nnnc2N)c(O)c1 | 0.45
COc1ccc(NC(=O)CCn2cccc2)cc1 | 0.26
CO/N=C/NC(=O)Cc1cn(-c2ncc(C(F)(F)F)cc2Cl)c2ccccc12 | -2.1
Cc1cc(C(F)F)n2nc(C(=O)Nc3cccnc3Cl)nc2n1 | -0.089
CC(C)Cc1cc(C(=O)NCc2cccs2)no1 | -2.6
CCOc1cc(Br)c(C(=O)O)cc1OCC | 0.67
COc1ccc(-c2noc(COc3ccc(Cl)c(C)c3)n2)cc1 | 0.51
CSCC(=O)NS(=O)(=O)c1ccc(C)cc1 | 0.44
CC1CCCC(C)N1C(=O)CSc1nnc(-c2c[nH]c3ccccc23)o1 (configuration not stated) | 2.2
O=c1nc2scc(-c3ccccc3)n2c2ccccc12 | 1.3
CCOc1ccc(N/C=C/C(=O)c2ccc3ccccc3c2)c([N+](=O)[O-])c1 | 0.12
CC(=O)NCCn1c(SCC(=O)NCc2ccco2)nc2ccccc2c1=O | -0.51
Cc1cccc(C2Nc3ccccc3C(=O)N2CCc2ccccc2)n1 (configuration not stated) | -0.31
COc1ccc(OCC(=O)N2CCN(C(=O)COc3ccccc3)CC2)cc1 | 0.69
CC(C)NC(=O)c1ccc(CNC(=O)OCC(F)(F)F)cc1 | 0.3
CCN(CC)C(=O)CSC1=Nc2ccccc2C2=NC(Cc3c[nH]c4ccccc34)C(=O)N12 (configuration not stated) | 1.7
CCCOC(=O)NC1CCS(=O)(=O)C1 (configuration not stated) | 1.6
Cc1ccc(C(C)C)cc1S(=O)(=O)NCc1cccnc1 | 0.16
CCn1c2ccccc2c2nn(C)c(=N)nc21 | -0.52
Cc1c(NC(=O)c2ccc3ncccc3c2)c(=O)n(-c2ccccc2)n1C | 0.1
CC(=O)c1cc2c(cc1NC(=O)CN1CCCCC1C)OCO2 (configuration not stated) | -1.1
Cc1ccc(Nc2ccc([N+](=O)[O-])nc2[N+](=O)[O-])cc1 | 0.4
O=C1C(Cl)=C(N2CCCCC2)C(=O)C(Cl)=C1c1cnc(N2CCCCC2)s1 | -0.099
CN1C(=O)CSc2ccc(NC(=O)N3CCOCC3)cc21 | -0.11
CCCCN1C(=O)C(O)=C(C(C)=O)C1c1ccccc1 (configuration not stated) | 0.88
Cc1cccc(OCCCC(=O)N2CCCc3ccccc32)c1C | -3
CCOC(=O)C1CCN(C(=O)c2cccc(Cl)c2)CC1 | 0.71
Cc1ccc(NC2=NCCC2)cc1Cl | -0.027
O=C(O)Cc1ccc(NC(=O)C2CC=CCC2C(=O)O)cc1 (configuration not stated) | 0.86
CCOC(=O)C1(C(=O)OCC)CC1c1ccccc1 (configuration not stated) | -0.14
COc1cccc(NC(=O)CCN2CCC(C(N)=O)CC2)c1 | -0.78
CCOc1ccc(NC(=O)c2cc3c(C)nc4ccccc4c3o2)cc1 | -3.5
COc1cc(/C=c2\s/c(=C(/C#N)C(=O)N3CCCC3)n(-c3ccccc3)c2=O)ccc1O | -0.077
CCc1nc2c3cnn(-c4cc(Cl)ccc4C)c3ncn2n1 | 1
CCOC(=O)c1c(C)n(C)c2ccc(OCC(O)Cn3c(C)nc4ccccc43)cc12 (configuration not stated) | -1.3
Cc1ccccc1C(=O)NNC(=O)c1ccc(F)cc1 | 0.039
Cc1ccc(OCCCn2ccnc2)cc1C | 0.87
CCn1cc(C2=NOC(C(=O)O)C2)c(C)n1 (configuration not stated) | 0.7
CON(C)c1nc(NCC(C)C)nc(OCC#N)n1 | 0.36
COc1ccc(S(=O)NC2CCCCC2)c(OC)c1C (configuration not stated) | 0.4
COc1cc(OC)cc(-c2nnc(SCC(=O)N(C(C)C)C(C)C)o2)c1 | -1.9
CC(C)CCNC(=O)c1cccc(S(=O)(=O)N2CCc3ccccc32)c1 | -2.4
Cc1nc(-c2ccc(Cl)cc2)sc1C1(C)CC(c2c(Cl)cccc2Cl)=NO1 (configuration not stated) | -0.38
CCN(CC)Cc1c(O)ccc2c(-c3ccccc3)cc(=O)oc12 | 1.1e-05
Cc1ccc(C(=O)OCc2nnc(-c3ccccc3)o2)o1 | 0.24
O=S(=O)(NCCc1cn2ccccc2n1)c1ccc(F)c(C(F)(F)F)c1 | 0.36
CC(=O)Oc1ccc(N2C(=O)C3C4C=CC(O4)C3C2=O)cc1 (configuration not stated) | -0.24
CS(=O)(=O)N(CC(=O)NC1CCCCCC1)Cc1ccc(Cl)cc1 | 0.2
c1ccc(COn2c(-c3ccccc3)nc3c2CCc2nonc2-3)cc1 | -0.1
CN(Cc1nc2ccccc2n1C)C(=O)c1cccs1 | 0.026
c1ccc2c(c1)CCCC2NC1=NCCC1 (configuration not stated) | 0.18
Cc1noc(COc2ccccc2OCC(O)CNC(C)(C)C)n1 (configuration not stated) | 0.49
Cc1ccccc1-c1noc(-c2ccccc2F)n1 | 0.36
CCOc1ccccc1Oc1c(C)oc2cc(OC(=O)c3ccco3)ccc2c1=O | 1.8
O=C(Nc1ccccc1)C(=O)Nc1ccccn1 | -0.18
CC(=O)c1cccc(NC(=O)N2CCCC2C(=O)Nc2cc(C)ccc2C)c1 (configuration not stated) | 1.8
CCc1c(C(=O)Nc2ccccc2)c(C)[nH]c(=S)c1C#N | 0.66
CCOc1ccc2[nH]c(=O)c(CN(Cc3cccs3)Cc3nnnn3C(C)(C)C)cc2c1 | -1.8
Cc1cc(O)c(/C=N/c2ccccn2)c(=O)o1 | 0.59
CCN(CC)S(=O)(=O)c1csc(C(=O)NCc2ccccc2)c1 | -0.41
CC1CN(C(=O)Cn2c(C(F)(F)F)nc3ccccc32)CC(C)O1 (configuration not stated) | 0.17
CC1(C)Cc2c(c(-c3ccco3)nc3n[nH]c(N)c23)CO1 | 0.18
COc1ccccc1C1NC(c2ccccc2OC)C(C)C(=O)C1C (configuration not stated) | -0.13

New compounds follow.
SMILES | Cav32 inh
COc1cccc(NC(=S)NNC(=O)C(C)n2nc(C)c([N+](=O)[O-])c2C)c1 (configuration not stated) | 0.084
Cn1c(SCc2nc(-c3ccc(Cl)cc3)no2)nnc1-c1cccs1 | -0.58
COc1ccc(C(=O)Nc2ccccc2C(=O)NCc2ccco2)cc1OC | -0.098
CN(CC(O)CN)CC(O)CN1CCCCC1 (configuration not stated) | 0.7
Cc1cc(C)cc(C(=O)/C=C2\NC(=O)CS2)c1 | -0.39
COC(C/C=C/C(=O)COCc1ccccc1)OC | 0.53
CCOC(=O)c1c(NC(=O)CSc2n[nH]c(CNc3ccccc3)n2)sc(C)c1C | 0.02
c1ccc(CCNc2ccc3nncn3n2)cc1 | 0.53
O=C(CN1CCCCCC1)Nc1ccc(Br)cc1Br | 0.12

Random excerpt: seven records from the list.
SMILES | Cav32 inh
CN(CC(O)CN)CC(O)CN1CCCCC1 (configuration not stated) | 0.7
c1ccc(CCNc2ccc3nncn3n2)cc1 | 0.53
COc1ccc(C(=O)Nc2ccccc2C(=O)NCc2ccco2)cc1OC | -0.098
COc1cccc(NC(=S)NNC(=O)C(C)n2nc(C)c([N+](=O)[O-])c2C)c1 (configuration not stated) | 0.084
Cn1c(SCc2nc(-c3ccc(Cl)cc3)no2)nnc1-c1cccs1 | -0.58
O=C(CN1CCCCCC1)Nc1ccc(Br)cc1Br | 0.12
Cc1cc(C)cc(C(=O)/C=C2\NC(=O)CS2)c1 | -0.39
